TEAD-YAP inh: TEAD-YAP interaction inhibition | inhibition, % at 9.12 µM | HEK-TIYL cells, TEAD-Gal4/YAP UAS-luciferase luminescence | 640,000 tested, 1.4% active; in the data active = inhibition above about 32%;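 also: 0% = median of test compound wells and 100% = reference inhibitor wells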
FBW7 activator: activators of human E3 ligase FBW7; normalized activity (activation), % at 26.1 µM; AID 1259310; 650,000 tested, 0.13% active; AlphaScreen FBW7–phospho-cyclin E peptide binding, activator screen; in the data active = normalized activity above about 1.9%;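 also: purified mutant Fbw7 with reduced substrate affinity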
MITF inh: human MITF inhibition, primary screen; O75030; AlphaScreen MITF homodimerization, bead proximity signal; inhibition, % at 2.6 µM; 650,000 tested, 0.91% active; AID 1259374; in the data active = inhibition above about 50%;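 also: 0% = vehicle wells with protein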
Target sequence (O75030 whole entry, looked up): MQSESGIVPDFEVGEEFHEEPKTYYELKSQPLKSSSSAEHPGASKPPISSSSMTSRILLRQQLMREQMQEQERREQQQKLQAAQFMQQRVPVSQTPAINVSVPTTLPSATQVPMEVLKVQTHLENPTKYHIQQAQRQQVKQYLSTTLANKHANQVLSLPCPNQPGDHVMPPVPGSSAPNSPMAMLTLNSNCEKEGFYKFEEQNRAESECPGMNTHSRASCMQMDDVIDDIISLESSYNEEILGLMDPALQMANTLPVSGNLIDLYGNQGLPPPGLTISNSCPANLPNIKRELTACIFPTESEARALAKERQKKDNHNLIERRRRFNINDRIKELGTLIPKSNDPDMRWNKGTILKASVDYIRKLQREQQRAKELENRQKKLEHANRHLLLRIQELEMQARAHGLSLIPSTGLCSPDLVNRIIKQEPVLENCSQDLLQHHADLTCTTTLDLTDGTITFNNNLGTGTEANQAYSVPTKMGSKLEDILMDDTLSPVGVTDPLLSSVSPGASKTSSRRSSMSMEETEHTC
GPR151 ag: human GPR151 activation | Q8TDV0 | PathHunter beta-arrestin GPR151 cells, luminescence | activation, % at 11.2 µM | 650,000 tested, 1% active; in the data active = activation above about 4.9%;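 also: 0% = median of compound wells and 100% = cells with positive control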
Target sequence (Q8TDV0 whole entry, looked up): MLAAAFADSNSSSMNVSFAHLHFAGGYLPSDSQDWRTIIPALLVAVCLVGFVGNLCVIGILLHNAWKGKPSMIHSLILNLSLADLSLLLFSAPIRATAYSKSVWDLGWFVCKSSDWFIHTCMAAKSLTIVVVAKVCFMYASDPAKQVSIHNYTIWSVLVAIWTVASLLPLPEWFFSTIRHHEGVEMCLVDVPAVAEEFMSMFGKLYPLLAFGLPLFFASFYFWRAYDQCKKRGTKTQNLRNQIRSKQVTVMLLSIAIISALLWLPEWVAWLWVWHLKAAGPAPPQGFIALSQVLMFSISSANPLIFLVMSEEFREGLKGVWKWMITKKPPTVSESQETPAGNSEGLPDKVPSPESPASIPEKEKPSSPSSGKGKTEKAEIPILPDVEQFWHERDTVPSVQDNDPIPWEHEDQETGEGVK
The depositor's hits bear a star; . = no result given.

Order of values – FBW7 activator | MITF inh | TEAD-YAP inh | GPR151 ag
1	CCc1ccc(C(=O)N2CCN3C(=O)[C@H](Cc4cnc[nH]4)NC(=O)[C@H]3C2)cc1
  -0.2 | -4.2 | 1.9 | 1.3
2	COc1ccc(CC2(CCC(=O)NCC3CC34CCCCC4)CCC(=O)N2)cc1 (stereo not drawn)
  0.0 | 8.6 | -1.4 | -0.6
3	COc1cccc(CN2CCN(C(=O)CCn3nc(C)cc3C)[C@@H](C)C2)c1
  -0.1 | -3.8 | 7.2 | 1.0
4	O=c1c(Cl)c(NCc2ccccc2)cnn1C12CC3CC(CC(C3)C1)C2
  -0.3 | -5.6 | -1.8 | -0.1
5	COc1cc(Nc2cc(-c3nocc3-c3cn[nH]c3C)ccn2)ccc1N1CCOCC1
  -0.1 | -3.1 | -22.8 | 0.4
6	O=C(Nc1ccc(C(O)(C(F)(F)F)C(F)(F)F)cc1)c1ccc([N+](=O)[O-])cc1
  0.1 | -7.3 | -14.1 | 0.8
7	Cc1cc(Br)ccc1NC(=O)c1sc2ncnc(N3CCCCC3)c2c1C
  -0.1 | 2.1 | 2.7 | 0.2
8	Cn1cnnc1-c1cccc(NC(=O)c2ccc(F)cc2)c1
  1.6 | 18.1 | -18.3 | 0.5
9	CCNc1oc(-c2cccc3ccccc23)nc1C#N
  1.6 | 10.2 | -35.5 | -2.0
10	Cc1cccc(CN2CCN(CCc3ccccc3)C(CCO)C2)n1 (stereo not drawn)
  -0.1 | -2.8 | -9.5 | 0.7
11	O=C(N/C(=C/c1ccc(-c2cccc([N+](=O)[O-])c2)o1)C(=O)N1CCOCC1)c1ccccc1
  0.1 | 17.1 | 4.0 | -1.5
12	Cc1cc(C)cc(NS(=O)(=O)c2cn(C)nc2C)c1
  0.0 | -1.0 | -2.3 | 3.6
13	COCCNC(=S)NNC(=O)C(C)Oc1ccc(F)cc1F (stereo not drawn)
  0.5 | 6.1 | -9.1 | -0.2
14	C/C(=N\O)c1ccc2ccccc2c1O
  0.0 | -5.1 | 0.3 | -0.4
15	O=C(O)c1ccc(COc2ccc3c4c(c(=O)oc3c2)CCC4)o1
  -0.1 | 38.4 | -3.8 | -7.9
16	COc1ccc(C2=CC3=CC(=O)C(C)(O)C(=O)C3=CO2)cc1 (stereo not drawn)
  -0.1 | 7.6 | . | 4.4
17	COc1ccc(-n2nc(C(=O)N3CC(C)CC(C)C3)c3ccccc3c2=O)c(OC)c1 (stereo not drawn)
  0.6 | 13.4 | 14.0 | -0.4
18	Cc1ccc2c(c1)N(C(=O)NCc1ccccc1)CC(C)O2 (stereo not drawn)
  0.1 | 2.1 | -4.5 | 0.4
19	O=C(O)CN1C2=C(C(=O)CCC2)C(c2ccccc2)C2=C1CCCC2=O
  -0.1 | 1.9 | 2.7 | 1.1
20	O=C(COc1ccccc1)NCC(c1ccco1)S(=O)(=O)c1ccc(Cl)cc1 (stereo not drawn)
  0.5 | 9.1 | 11.2 | -0.5
21	CC(C)N(CCNc1ccnc(Nc2ccccn2)n1)C(C)C
  0.3 | 17.5 | -5.5 | 1.6
22	CS(=O)(=O)c1ccc(-c2ccnc(Nc3ccc4cn[nH]c4c3)n2)cc1
  1.0 | 13.4 | 11.9 | 0.3
23	CC(C)C(=O)Nc1c(C(=O)Nc2ccc(F)c(F)c2)oc2ccccc12
  -0.1 | -14.0 | 11.1 | -1.1
24	CN1CCCNC1c1ccc(-c2ccc([N+](=O)[O-])cc2)o1 (stereo not drawn)
  -0.1 | 11.3 | 4.5 | 0.8
25	Cc1ccc(N(CC(=O)NCCSC(C)(C)C)S(C)(=O)=O)cc1Cl
  0.1 | 2.2 | 6.3 | 0.3
26	CCOc1cccc(C2NC(=O)NC(C)=C2C(=O)OC)c1O (stereo not drawn)
  0.2 | 11.7 | 6.4 | 0.4
27	Cc1c(CCNS(=O)(=O)c2cccs2)sc2nc(-c3ccc(Cl)cc3)nn12
  0.1 | 5.7 | -2.3 | -1.3
28	CC(C)c1ccc(NC(=O)C(c2ccccc2)N2CCC(Cc3ccccc3)CC2)cc1 (stereo not drawn)
  -0.1 | -0.5 | 1.8 | 0.2
29	CCN(CC)c1ncnc2sc(C(=O)NCCOC)c(C)c12
  0.2 | 15.2 | -11.4 | 0.2
30	COc1cccc(NC(=O)C(=O)N/N=C(\C)CC(=O)NC2CCCCCCC2)c1
  0.1 | 2.7 | -50.5 | -3.0
31	Clc1ccccc1CNCCCN1CCOCC1
  -0.2 | 0.6 | -2.9 | 0.1
32	O=C(Nc1cc(S(=O)(=O)O)cc2cc(S(=O)(=O)O)cc(O)c12)c1ccccc1
  -0.2 | 81.0* | -3.2 | -1.2
33	CCN(CC)C(=O)C1CCCN(c2nc(NCCc3ccc(OC)cc3)c3ncn(Cc4ccc(C(F)(F)F)cc4)c3n2)C1 (stereo not drawn)
  0.2 | -4.5 | -9.4 | 6.8*
34	O=C(Nc1cccc(F)c1)N1CCN(c2ccc(F)cc2)CC1
  -0.3 | -11.1 | -10.2 | 0.4
35	Cc1cccc(C2CC(c3ccc(Cl)cc3)Nc3nc(N)nn32)c1 (stereo not drawn)
  -0.2 | 6.5 | -1.3 | -0.1
36	CSc1ncccc1C(=O)NCC1CCC2(CCN(C(C)C)CC2)O1 (stereo not drawn)
  -0.1 | -0.6 | -7.7 | 0.0
37	Cc1ccc(S(=O)(=O)N2CCC(C(=O)Nc3ccc(Br)cc3)CC2)cc1
  0.3 | 1.1 | 9.2 | -0.7
38	CCOC(=O)CCn1c(=O)c2c(nc3n(-c4ccccc4C)c(C)c(C)n23)n(C)c1=O
  0.0 | -0.5 | -4.7 | 2.1
39	COc1cc(/C=C2/C(=N)N3N=C(CC(C)C)SC3=NC2=O)ccc1OCCOc1c(C)cccc1C
  -0.1 | -4.7 | 22.3 | 0.8
40	CC(=O)c1[nH]c(C)c(C(=O)NCc2ccco2)c1C
  0.0 | -4.9 | 5.6 | 0.9
41	CC(=O)c1ccc(Nc2cc3ccccc3c(=O)[nH]2)cc1
  0.1 | -4.3 | -4.4 | -0.6
42	O=C(c1ccc(S(=O)(=O)c2cccc(Cl)c2)c([N+](=O)[O-])c1)N1CCC(Cc2ccccc2)CC1
  0.5 | 17.6 | 13.1 | 0.0
43	CCc1ccc(N2C(=O)NC(=O)/C(=C\c3ccc(I)o3)C2=O)cc1
  0.5 | 13.8 | -0.7 | 0.6
44	CC1(c2ccccc2)CC(C)(C)N(C(=O)Nc2ccc(Cl)cc2)c2ccccc21 (stereo not drawn)
  0.2 | 29.4 | -1.9 | 1.0
45	CCOc1ccc(N(CC)C(=O)Cn2c(=O)oc3ccccc32)cc1
  0.5 | 4.0 | -6.4 | -0.9
46	CCCCn1nnnc1SCC(=O)Nc1c(C)cccc1C
  0.6 | -0.1 | 4.3 | 0.0
47	O=C1CSC(c2ccc3c(c2)OCO3)N1c1ccc(F)cc1F (stereo not drawn)
  -0.2 | -11.9 | -9.0 | 0.9
48	COc1cccc(C(=O)Nc2cccc(Nc3ccc(-c4ccco4)cn3)c2)c1
  -0.1 | 7.6 | -22.4 | 0.0
49	Cc1ccc(OCCSc2nc(-c3ccccc3)cc(=O)[nH]2)cc1C
  -0.1 | 6.1 | 6.2 | 0.9
50	CCc1ccc(C2C(C(C)=O)C(=O)CC(C)(O)C2C(C)=O)cc1 (stereo not drawn)
  -0.1 | -1.2 | 2.1 | 1.1
51	COc1ccc(C(N)CCO)cc1OC (stereo not drawn)
  0.0 | 7.3 | 1.8 | 0.0
52	CCc1ccccc1OCC(=O)Nc1nccs1
  0.1 | 3.9 | -32.6 | 0.7
53	COc1cc(C)c(C)cc1S(=O)(=O)N1CCN(c2ccc(-c3cccnc3)nn2)CC1
  0.0 | -1.7 | -11.2 | -0.3
54	O=C(NCCn1ccc2ccccc21)c1ccc(F)c(F)c1
  0.3 | -6.4 | -48.2 | 1.5
55	CC(C)(C)C1CCC2(CC1)Nc1cccc3cccc(c13)N2
  0.0 | 14.3 | 4.4 | 0.3
56	CCOc1ccc(NC(=O)COc2c(C)cccc2C)cc1
  0.0 | -23.2 | 31.4 | 0.1
57	CCOC(=O)c1nnn(-c2ccc(C)cc2)c1C(=O)OCC
  -0.1 | 1.9 | 3.5 | -0.7
58	COCCNC(=O)c1n[nH]c2c1CCCC2
  0.1 | 11.7 | -28.2 | -0.4
59	Cc1ccc(C(=O)N/C(=C\c2ccco2)C(=O)N2CCN(c3ccccc3F)CC2)cc1C
  0.2 | -10.9 | 7.6 | -1.8
60	CC(=O)c1c(C)[nH]c(C(=O)OCC(=O)C(C)(C)C)c1C
  0.0 | -6.7 | -15.2 | -0.8

4 entries from above, with tabs:
No.	SMILES	FBW7 activator	MITF inh	TEAD-YAP inh	GPR151 ag
16	COc1ccc(C2=CC3=CC(=O)C(C)(O)C(=O)C3=CO2)cc1 (stereo not drawn)	-0.1	7.6	.	4.4
17	COc1ccc(-n2nc(C(=O)N3CC(C)CC(C)C3)c3ccccc3c2=O)c(OC)c1 (stereo not drawn)	0.6	13.4	14.0	-0.4
18	Cc1ccc2c(c1)N(C(=O)NCc1ccccc1)CC(C)O2 (stereo not drawn)	0.1	2.1	-4.5	0.4
19	O=C(O)CN1C2=C(C(=O)CCC2)C(c2ccccc2)C2=C1CCCC2=O	-0.1	1.9	2.7	1.1

The list continues.
Order of values – FBW7 activator | MITF inh | TEAD-YAP inh | GPR151 ag
61	CSc1ccccc1C(=O)NC1CCCCC1
  0.0 | 0.2 | 9.5 | -0.8
62	COc1ccc(C(=O)Nn2c(C3CC3)nc3ccccc3c2=O)cc1
  -0.1 | 7.2 | -1.2 | -0.2
63	CCOc1ccc(-n2c(C)nc3c(c2=O)c2nc4ccccc4nc2n3CCOC)cc1
  0.0 | 1.6 | 1.4 | -0.3
64	Cc1cc(C)c2c(N)c(C(=O)N3CCCc4ccccc43)sc2n1
  0.1 | -5.4 | -7.7 | -0.5
65	O=C1c2oc3ccc(Cl)cc3c(=O)c2C(c2ccc(F)cc2)N1CCCO (stereo not drawn)
  0.4 | 7.2 | 13.1 | -0.3
66	CCOC(=O)/C(C#N)=N\Nc1ccc(C(N)=O)cc1
  -0.2 | -12.1 | -0.3 | -0.6
67	Cc1cc2nnn(C[C@@H](C)NC(=O)CCn3ncc4ccccc43)c2cc1C
  0.0 | 7.8 | 4.1 | 0.6
68	O=C(COc1ccc(C2CCCCC2)cc1)Nc1c[nH]c(=O)[nH]c1=O
  0.9 | 17.9 | -18.1 | -1.6
69	CCOc1ccc(-n2nc(C(=O)Nc3cc(OC)c(OC)c(OC)c3)c3ccccc3c2=O)cc1
  0.1 | -9.7 | -4.8 | 0.6
70	CCOc1ccc(-n2c(=S)sc3c(=O)n(-c4ccccc4)c(SCC(=O)Nc4ccc(CC)cc4)nc32)cc1
  0.0 | -84.7 | 18.1 | 0.0
71	O=C(CSc1ccc(C(F)(F)F)cc1[N+](=O)[O-])NCCOc1ccccc1
  0.0 | 13.4 | 0.2 | 1.7
72	COc1cccc(C2CC(=O)NC(SC)=C2C#N)c1 (stereo not drawn)
  -0.1 | 2.9 | -0.8 | 0.7
73	O=C1Nc2ccccc2N(O)N1c1ccc(Br)cn1
  -0.1 | 3.8 | -2.5 | -0.9
74	CC(=O)CN1CCC(n2nnc3cc(C(F)(F)F)ccc32)CC1
  0.0 | -0.1 | -4.0 | -0.4
75	O=C(CSc1nc(NCC2CCCO2)c2ccccc2n1)NCc1ccco1 (stereo not drawn)
  0.3 | 8.3 | 9.4 | -0.8
76	Cc1cc(C)n2cc(CSc3nnnn3C)nc2n1
  0.1 | -1.5 | 4.9 | -1.3
77	O=[N+]([O-])c1c(NCCCO)cc(Sc2nnc(-c3ccccc3)o2)c2nonc12
  -0.1 | 7.4 | -0.4 | 1.7
78	COc1cc([N+](=O)[O-])ccc1NS(=O)(=O)c1ccc(Cl)c(C(=O)O)c1
  0.1 | 2.3 | 10.5 | 1.7
79	COc1cc(C=O)ccc1OC(=O)c1cc(OC)c(OC)c(OC)c1
  0.0 | -6.3 | 4.9 | -0.5
80	CCOC(=O)c1[nH]c(C)c(CN(C(=O)CCC(=O)O)c2ccccc2)c1C
  0.3 | 15.4 | -5.7 | -2.1
81	COc1ccccc1N1CCN(c2c(CN3CCCC3)c(=O)oc3ccccc23)CC1
  0.1 | 10.6 | 9.2 | 0.6
82	Cc1cccc(C(=O)N/C(=C/c2ccc(Cl)cc2)C(=O)O)c1
  -0.2 | 0.0 | 1.8 | -0.2
83	Cc1nnc(NC(=O)CSc2ccc(F)cc2)s1
  -0.2 | -19.2 | 3.1 | -0.4
84	CC(Cc1ccccc1)(NC=O)c1ccccc1 (stereo not drawn)
  0.1 | 7.6 | 7.6 | -0.4
85	NS(=O)(=O)c1cc2c(cc1Cl)NC(c1ccc(Cl)cc1Cl)NS2(=O)=O (stereo not drawn)
  -0.1 | 10.8 | 1.3 | 1.1
86	O=C(Nc1ccc(O)cc1)c1ccc2c(c1)C(=O)N(Cc1ccccc1)C2=O
  -0.1 | 9.6 | 8.7 | 2.3
87	COc1ccccc1CNC(=O)CN1C(=O)CCSc2ccccc21
  -0.2 | 0.0 | -8.0 | 0.4
88	O=c1nc(SCc2ccccc2)c2c(n1CCCO)CCCC2
  0.2 | 80.3* | 2.0 | -1.2
89	CC1CCC2C(=O)N(c3ccc(OC(=O)c4ccccc4)cc3)C(=O)C2C1 (stereo not drawn)
  -0.2 | -7.0 | -5.5 | -1.9
90	CCN1/C(=C/c2ccc3ccccc3[n+]2CC)Sc2ccc(OC)cc21
  -0.1 | 17.5 | 90.0* | 1.2
91	NC(=O)c1nn2c(C(F)(F)F)cc(-c3cccs3)nc2c1Br
  -0.2 | -9.4 | -0.6 | 1.9
